DYRK1A inh: Dyrk1A (rat) kinase inhibition. ADP-Glo luminescence, NFATc1 peptide. 310,000 tested, 0.43% active. Q63470. inhibition, % at 12.5 µM; in the data active means inhibition above about 50%;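 further: plate controls were vehicle with enzyme for no effect and no enzyme for full effect; many of its hits are not listed in these tables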
* = called active by the depositor.

| DYRK1A inh | SMILES |
| --- | --- |
| -3.2 | CC(Sc1nnc(-c2cccnc2)n1N)C(=O)Nc1ccc2c(c1)OCCO2 (stereo not given) |
| -25.1 | COC(=O)c1ccc2nc3c(cc2c1)[C@@H]1CCN2C(=O)CCC[C@H](C3)[C@H]12 |
| -0.8 | O=C(O)CC/C(=C/c1cccc(NC(=O)c2ccccc2Cl)c1)c1nc2ccccc2s1 |
| 4.3 | O=S(=O)(NCc1nnc2ccccn12)c1ccc(F)cc1 |
| -2.3 | CN(C)S(=O)(=O)c1ccc(C(=O)N2CCN(C(=O)C3CCCO3)CC2)cc1 (stereo not given) |
| -2.0 | C=CCc1ccccc1Oc1cc(OC)nc(N)n1 |
| 3.8 | O=C(c1ccccc1NS(=O)(=O)c1ccc([N+](=O)[O-])cc1[N+](=O)[O-])N1O[C@@H]2C=C[C@H]1C2 |
| 0.9 | CCCCn1c(N)c(N(CCC(C)C)C(=O)COC(=O)c2cccnc2OCC)c(=O)[nH]c1=O |
| -7.9 | CCOC(=O)c1cc(C(=O)NNC(=O)c2cccc([N+](=O)[O-])c2)c(C)nc1C |
| -0.6 | Cc1ccccc1OCCC(=O)Nc1cc(S(=O)(=O)N2CCCCC2)ccc1N1CCN(C)CC1 |
| 1.2 | CC(=O)Nc1ccc(S(=O)(=O)NCCC(=O)NC2CCCCCC2)cc1 |
| -3.3 | COc1ccc(S(=O)(=O)N2CCCCC2)cc1NC(=O)c1cccc(S(=O)(=O)N2CC(C)OC(C)C2)c1 (stereo not given) |
| -4.0 | CCN(C[C@H]1N[C@@](C)(C(=O)OC)[C@H]2C(=O)N(C)C(=O)[C@@H]12)C(=O)c1ccccc1 |
| 0.7 | CCOc1ccc(C(=O)NCC(=O)OCC(=O)N(C)CC(=O)Nc2ccccc2CC)cc1OCC |
| -3.0 | Nc1cccc(N=[N+]([O-])c2cccc(N)c2)c1 |
| -0.4 | CC(C)(C)N(Cc1ccccc1)C(=O)COC(=O)C1=NN(c2ccccc2)C(=O)CC1 |
| -3.8 | COCCCn1c(SC(C)C(=O)Nc2c(C)n(C)n(-c3ccccc3)c2=O)n[nH]c1=O (stereo not given) |
| -1.8 | CCC(=NN=C(CC)c1ccccc1O)c1ccccc1O |
| 3.2 | CCOc1ccc(CCNC(=O)COC(=O)CSc2ccc(C)cc2)cc1OCC |
| -3.3 | CNC(=O)c1sc(N2N=C3/C(=C\c4ccccc4)CCCC3C2c2ccccc2)nc1C (stereo not given) |
| -2.4 | C[C@@]12CCC=C[C@H]1[C@H](c1ccccc1Br)N(Cc1ccccc1)C2=O |
| -0.1 | COc1ccccc1[C@H]1C(c2cccc(Cl)c2)=NN(c2ccccc2)[C@@H]1CO |
| -1.8 | O=C1c2ccccc2C(=O)N1CCCCNc1ccccc1 |
| 14.9 | CCCCN(C(=O)C1=CC=CN2CCS(=O)(=O)N=C12)c1ccccc1 |
| 0.7 | CCN(CC(=O)NCc1cccs1)C(=O)/C=C/c1cc(OC)ccc1OC |
| -15.1 | COc1ccc(C(=O)NCCCn2nc(C)cc2C)cc1S(=O)(=O)N1CCOCC1 |
| -7.2 | CC(C)c1ccc(CN2CCN(S(=O)(=O)c3ccc(Cl)s3)CC2)cc1 |
| 2.7 | CCOC(=O)C(C(=O)Cc1ccccc1)c1ccccc1 (stereo not given) |
| 3.4 | COc1cc2c(cc1OC)C1c3ccc(OC)c(OC)c3OCC1(O)C2 (stereo not given) |
| 6.9 | C[C@]12c3[nH]c4cc(-c5ccco5)ccc4c3CCN1C(=O)[C@@H](CC(=O)NCc1ccco1)C[C@@H]2C(=O)N1CCCCC1 |
| 8.4 | Cc1cccc(NC(=O)COC(=O)c2ccc(S(=O)(=O)N3CCCCCC3)cc2)c1 |
| -3.9 | CCOC(=O)C1Oc2ccccc2C(c2ccc(C)cc2)=C1C(=O)OC (stereo not given) |
| 2.3 | CC1CC(C(O)c2ccccn2)C(=O)C(C(O)c2ccccn2)C1 (stereo not given) |
| -4.4 | CC1Cc2cc(/C(O)=C3/C(=O)C(=O)N(CCCn4ccnc4)C3c3ccc([N+](=O)[O-])cc3)ccc2O1 (stereo not given) |
| -3.7 | CCC1=C(c2ccc(OC)cc2)CCC(C(=O)O)C1C (stereo not given) |
| -6.2 | COc1ccc(-c2nnc(-c3ccc4ccccc4c3)o2)cc1 |
| -1.9 | COc1ccc(-c2noc(CCC(=O)N3CCN(c4cccc(C)c4C)CC3)n2)cc1 |
| 3.5 | O=C1Nc2ccc(Br)cc2/C1=C/C(=O)c1ccccc1 |
| 1.0 | COc1ccc(-c2ccc3c(c2)C2CC3CCN2Cc2ccc(OC(F)(F)F)cc2)cc1 (stereo not given) |
| 4.9 | Cc1cc(O)cc2c1C1CCC3(C)C(=O)CCC3C1C=C2 (stereo not given) |
| 7.4 | CCOC(=O)C1CCCCN1C(=O)c1cc2ccc(OC)cc2c2cc(OC)c(OC)cc12 (stereo not given) |
| 2.5 | CCCCOC(=O)C1=C(C)NC(=O)NC1c1ccc2c(c1)OCO2 (stereo not given) |
| -1.0 | COc1oc(C(=O)NC2CCCCC2)c(-c2ccc(Cl)cc2)c1S(=O)(=O)c1ccccc1 |
| 1.9 | COC(=O)CCC1(C(N)=O)CCC(=O)c2ccccc21 (stereo not given) |
| 11.2 | CCc1c(N)nc(N)nc1Nc1ccc(C)c(C)c1 |
| -10.4 | CC(=O)c1ccc(S(=O)(=O)N(CC(=O)NC2CC2)Cc2ccc(F)cc2)cc1 |
| -4.7 | O=C(NCCNCC(O)COc1ccc(O)cc1)N1CCOCC1 (stereo not given) |
| 1.0 | COc1ccc(CNC(=O)C[C@H]2C[C@H](C(=O)N(C(C)C)C(C)C)[C@@]3(C)c4[nH]c5cc(CCC(=O)N(C)C)ccc5c4CCN3C2=O)cc1OC |
| 1.2 | O=C(c1ccc([N+](=O)[O-])cc1)N1CCOCC1 |
| -1.9 | COc1ccc2nc(SC(C)C(=O)NC3CCCCC3)[nH]c2c1 (stereo not given) |
| 2.4 | OCC1OC(O)CC(O)C1O (stereo not given) |
| 0.5 | Cn1nc(C(=O)NCCc2ccc3c(c2)OCCO3)c2ccccc2c1=O |
| 12.2 | O=C(CN1CCN(C2CCS(=O)(=O)C2)CC1)N1N=C(c2ccc(Cl)cc2)CC1c1ccco1 (stereo not given) |
| 3.5 | CCOC(=O)c1c(C)[nH]c(C(=O)COC(=O)[C@H](C)N2C(=O)C3CCCCC3C2=O)c1C (stereo not given in full) |
| 2.1 | CN(CC(=O)Nc1ccccc1Br)CC(=O)NC(c1ccccc1)c1ccccc1 |
| 8.1 | COc1ccccc1CNS(=O)(=O)c1cc(C(=O)NCc2ccccn2)c(Cl)cc1Cl |
| 9.0 | CN(Cc1cccnc1)C(=O)c1cc(S(=O)(=O)Nc2ccccc2F)ccc1Cl |
| 3.2 | COCC(=O)Nc1ccc(N2CCCC2)c(S(=O)(=O)Nc2ccccc2OC)c1 |
| 5.0 | O=[N+]([O-])c1ccc(CSc2ccc(S(=O)(=O)N3CCOCC3)cn2)cc1 |
| -0.1 | CCN1C(=O)[C@@H]2[C@@H](c3ccc(-c4cc(C(C)=O)cs4)cc3)N3CCC[C@@]3(C(=O)OC)[C@@H]2C1=O |

Next compounds follow:
| DYRK1A inh | SMILES |
| --- | --- |
| 1.7 | Nc1nc2ccc(Cl)cc2[nH]1 |
| -4.6 | COc1ccc(CN(C)C(=O)C(CCSC)NS(=O)(=O)c2ccc3c(c2)OCCO3)c(OC)c1OC (stereo not given) |
| -1.6 | NC(=O)C1CCCN(C(=O)c2cccc(NC(=O)c3cccs3)c2)C1 (stereo not given) |
| -2.4 | NC(=O)c1ccc(-c2nnn(CC(=O)N(C3CCCCC3)C3CCS(=O)(=O)C3)n2)cc1 (stereo not given) |
| -3.4 | O=S1(=O)c2ccccc2C(O)(c2ccccc2)c2ccccc21 |
| -3.3 | O=C(CSc1nnc(C2CC2)n1C1CC1)c1cc(F)ccc1F |
| 0.0 | Cc1ccc(NC(=O)CSc2nnnn2C2CC2)cc1S(=O)(=O)N1CCOCC1 |
| -2.0 | Cc1c(NS(=O)(=O)c2ccc(C(=O)N(C)Cc3cccc(Cl)c3Cl)cc2)c(=O)n(-c2ccccc2)n1C |
| -2.4 | O=C(Nc1ncccc1O)c1cccc(S(=O)(=O)N2CCN(c3ccc(F)cc3)CC2)c1 |
| 13.4 | CN(Cc1cccc(F)c1)C(=O)CSc1nnnn1C1CC1 |
| 1.0 | O=C(Nc1ccccc1N1CCCC1)C1CCCO1 (stereo not given) |
| -8.9 | CC(C)(C)OC(=O)N1CCC(C(=O)Nc2cccc(C(=O)NC3CC3)c2)CC1 |
| -0.2 | CC[C@]1(C(=O)OC)[C@H]2C(=O)N(Cc3ccccc3)C(=O)[C@H]2[C@H]2CN(C)C(=NCc3ccccc3)N21 |
| -2.8 | COc1cc(OC)cc(C(=O)NNC(=O)CCNS(=O)(=O)c2ccc(C)c(C)c2)c1 |
| 7.2 | O=C(CN1C(=O)NC2(CCCCC2)C1=O)N1CCN(S(=O)(=O)c2ccc(F)c(F)c2F)CC1 |
| -4.5 | O=C(O)c1cc(-c2cc(C(=O)O)c3ccccc3n2)ccc1O |
| 0.8 | CC(=O)c1ccc(S(=O)(=O)N(C)CC(=O)Nc2cccc(S(=O)(=O)N3CCCC3)c2)cc1 |
| 9.3 | COC(=O)c1sc(NC(=O)COC(=O)C2CCC2)c(C(=O)OC)c1C |
| 5.6 | COc1ccccc1-n1nnnc1SCC(=O)NCC1(N2CCCCC2)CCCCC1 |
| 3.0 | COc1ccc(C(=O)N2CCN(c3ccccc3)CC2)cc1S(=O)(=O)NC1CC1 |
| 2.4 | COc1cc(C(=O)OCC(=O)NCCC2=CCCCC2)cc(OC)c1OC |
| -1.7 | COc1ccc(C(CNC(=O)CCNC(=O)c2ccccc2Cl)N2CCCC2)cc1 (stereo not given) |
| 2.3 | N#CCCn1nc2c(c1N)CCC2 |
| 9.9 | COc1ccc(CC(=O)OCC(=O)Nc2cccc(C(C)=O)c2)cc1OC |
| 2.1 | CCn1c(SCCN2CCCCC2)nc2c1c(=O)n(C)c(=O)n2C |
| 0.1 | CCOc1cc(C(=O)Nc2ccc(C(=O)NCCN(CC)CC)cc2)ccc1OCC(=O)N1CCOCC1 |
| -1.6 | Cc1ccc(C)c(NC(=O)CC2Sc3ccccc3NC2=O)c1 (stereo not given) |
| -0.1 | CN(C)C(=O)CSc1ccc(S(=O)(=O)N2CCCC2)cn1 |
| 17.6 | O=C(COC(=O)/C=C/c1c(F)cccc1Cl)NCC1CCCO1 (stereo not given) |
| 5.4 | Cc1ccc(S(=O)(=O)n2cc(CO)c3ccccc32)cc1 |
| 1.8 | Cc1ccn2cc(C(=O)Nc3cccc(C(=O)NC4CC4)c3)nc2c1 |
| -1.0 | CCN(CC)S(=O)(=O)c1cc(NC(=O)c2ccccc2OCc2c(C)noc2C)ccc1C |
| 0.2 | O=C1OC(c2ccccc2)(c2cc(Br)ccc2O)c2ccccc21 (stereo not given) |
| -8.0 | OC(c1ccccc1)C(Nc1ccccn1)c1ccccc1 (stereo not given) |
| 6.6 | O=C(C=Cc1cccc(O)c1)c1ccccc1O |
| -9.1 | COc1ccc(NC(=O)c2oc3ccc(S(=O)(=O)N4CCOCC4)cc3c2C)c(OC)c1 |
| 3.7 | O=C(C(=O)c1cc(Br)ccc1O)c1cc(Br)ccc1O |
| -5.3 | CC12CCC3C(CCC4CC(O)CCC43C)C1CC(O)C2 (stereo not given) |
| -8.7 | CC(NS(=O)(=O)c1ccc(Cl)cc1)C(=O)OCC(=O)Nc1ccc(N(C)C)cc1 (stereo not given) |
| 1.2 | Cc1cc(C)cc(-c2nnc(SCC(=O)NCC3CCCO3)o2)c1 (stereo not given) |
| -5.6 | Cc1ccc(S(=O)(=O)N2[C@@H](c3ccc(C(C)(C)C)cc3)C(C(=O)O)=CC[C@H]2c2ccc(Cl)c(Cl)c2)cc1 |
| -0.8 | Cc1ccccc1OCC(=O)NNC(=O)C1CC(=O)N(c2ccc3c(c2)OCCO3)C1 (stereo not given) |
| 3.6 | C=C1C(=O)OC2C1CCC(C)=C1C(=O)C3OC3(C)C12 (stereo not given) |
| 8.7 | CN1CC[C@@H]2C(=O)N3CCc4ccc(Br)cc4[C@@H]3C[C@@H]21 |
| -5.0 | Cc1ccc(S(=O)(=O)NCCC(=O)NC2CCC(C)CC2)cc1 (stereo not given) |
| -3.0 | Oc1ccc(C[C@H]2CNC(=S)N2CC2CCCN2C[C@H](Cc2ccc(O)cc2)N2C[C@H](Cc3ccccc3)N(CC3CCCCC3)C2=S)cc1 (stereo not given in full) |
| 1.0 | COc1cccc(OC)c1OC(=O)c1ccccc1 |
| 1.6 | O=C1C(O)=CC(=C(c2ccccc2)c2ccccc2)c2ccccc21 |
| 8.1 | COc1ccc2cc([C@H](C)C(=O)OCc3cn(CC(=O)c4ccc(O)cc4)nn3)ccc2c1 |
| -0.3 | COC(=O)c1c[nH]c(=S)n1Cc1ccccc1 |
| -0.4 | O=C(CN1CSCC1=O)N1CCN(S(=O)(=O)c2cc(C(F)(F)F)ccc2Cl)CC1 |
| 19.3 | CC1=CC(=O)[C@@H](OC(=O)Nc2ccc(C)cc2)[C@@H](c2ccccc2Br)N1C |
| 3.8 | CCOC(=O)C1CCN(CC(=O)Nc2cc(S(=O)(=O)N3CCCCC3)ccc2Cl)CC1 |
| -6.4 | COc1ccc(NC(=O)N(C)C[C@H]2Oc3ccc(NC(=O)Cc4ccccc4)cc3C(=O)N([C@H](C)CO)C[C@@H]2C)cc1 |
| 1.7 | Oc1ccc2ccccc2c1CN1CC2CCC(CC2)C1 |

Screens deposited in PubChem by Broad Institute.

Not all compounds are listed. The share of hits here may be higher or lower than overall.
